High-throughput results deposited in PubChem by several laboratories.
Furin inh – inhibitors of human furin. 220,000 compounds, 0.061% hits. purified furin, fluorogenic substrate cleavage. inhibition, % at 30 µM. AID 463115; in the data active = inhibition above about 25%; also: inactives centre near -15
TRPML3 agonist – agonists of human TRPML3 channel | Q8TDD5 | HEK293 TRPML3-YFP, Fluo-8 calcium fluorescence; 100% = the carbachol control signal | activation, % at 3 µM | 220,000 compounds, 0.29% hits;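 active = activation above its plate's cutoff, the mean activation of the plate's test wells plus 3 SD, cut at about 12% in these data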;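 also: 0% = DMSO only wells and 100% = carbachol wells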
Target sequence (Q8TDD5 whole entry, looked up): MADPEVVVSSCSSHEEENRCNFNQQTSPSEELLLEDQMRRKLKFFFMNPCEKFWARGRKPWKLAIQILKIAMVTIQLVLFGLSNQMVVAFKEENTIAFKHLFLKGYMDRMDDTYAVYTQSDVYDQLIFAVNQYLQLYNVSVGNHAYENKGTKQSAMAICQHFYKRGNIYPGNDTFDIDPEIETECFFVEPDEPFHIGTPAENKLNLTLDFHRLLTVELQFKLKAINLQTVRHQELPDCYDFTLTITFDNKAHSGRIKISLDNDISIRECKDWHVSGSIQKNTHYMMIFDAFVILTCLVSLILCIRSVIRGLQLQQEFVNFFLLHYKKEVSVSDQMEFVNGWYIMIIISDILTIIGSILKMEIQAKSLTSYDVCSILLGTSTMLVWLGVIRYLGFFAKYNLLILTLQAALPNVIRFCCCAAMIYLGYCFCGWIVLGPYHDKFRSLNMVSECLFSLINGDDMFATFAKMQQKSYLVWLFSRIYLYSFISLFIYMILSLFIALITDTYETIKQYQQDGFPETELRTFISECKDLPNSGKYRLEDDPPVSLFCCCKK
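Test system: TRPML3-YFP stable HEK293 cells. Doses: single point at 3 µM. Incubation: dye loading 1 h 37 °C then 30 min ambient, 125 s read. Signal: Fluo-8 calcium dye fluorescence, ex 470-495, em 515-575 nm. Measure: percent activation from peak-to-basal fluorescence ratio, scaled between DMSO and carbachol.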
thrombin 1536 – thrombin (human) inhibition | P00734 | alpha-thrombin, Boc-VPR-AMC fluorogenic substrate cleavage | inhibition, % at 5 µM | 220,000 compounds, 0.26% hits;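 active = inhibition at or above 40%; inactive = inhibition below 40%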;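 also: 0% = enzyme with no compound and 100% = wells without enzyme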
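Material: Human alpha-thrombin protein | Buffer or medium: pH 7.5 Tris-saline with Tween 20 | Reagent: Boc-VPR-AMC substrate, 15 µM final | Schedule: Reaction at ambient temperature | Detection: AMC fluorescence at 355 nm excitation and 460 nm emission | Evaluation: Percent inhibition scaled between no-compound controls and no-enzyme blanks | Controls: no-compound enzyme wells and no-enzyme blanks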
zfTRPN1 agonist – zebrafish TRPN1 (NompC) channel agonism; AID 1424; HEK293 zebrafish TRPN1-YFP, Fluo-8 calcium fluorescence; 100% = response to 87 µM carbachol; activation, % at 3 µM; 220,000 compounds, 0.18% hits;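 active = activation above its plate's cutoff, the mean activation of test wells on that plate plus 3 SD, cut at about 19% in these data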;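 also: 0% = DMSO alone and 100% = 87 µM carbachol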
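Assay system: Zebrafish TRPN1-YFP in HEK293 cells | Incubation: Dye loading 1 h at 37 °C, then 30 min room temperature | Measured by: Kinetic Fluo-8 fluorescence, ex 470-495, em 515-575 nm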
Tb hexokinase – blocks Trypanosoma brucei hexokinase 1 activity. recombinant TbHK1, G6PDH-coupled NADH A340. inhibition, % at 10 µM. 220,000 compounds, 0.11% hits;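 active = inhibition of 50% or more in the single-dose primary screen; inactive = inhibition below 50%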
EBV gp42 inh – inhibitors of Epstein-Barr virus glycoprotein 42 | Q1HVG2 | Fluorescence polarization binding assay, mP read-out | inhibition, % (tested at 21.74 µM) | 220,000 compounds, 0.42% hits | AID 1085; in the data active = inhibition above about 50%
Target sequence (Q1HVG2 whole entry, looked up): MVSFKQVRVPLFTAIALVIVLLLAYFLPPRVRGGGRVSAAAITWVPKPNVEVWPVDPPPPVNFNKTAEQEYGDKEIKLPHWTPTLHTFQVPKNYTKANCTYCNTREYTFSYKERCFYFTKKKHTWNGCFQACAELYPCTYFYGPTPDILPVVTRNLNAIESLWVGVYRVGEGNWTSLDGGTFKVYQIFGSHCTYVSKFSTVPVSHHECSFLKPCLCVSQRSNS
KCC2 mod – modulators of human KCC2 chloride dependent transport; 190,000 compounds, 2.2% hits; Q9H2X9; KCC2 cells, thallium flux FluoZin-2 fluorescence; B-score of Tl+ flux slope (higher = more flux/activation; lower = inhibition) at 10 µM;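 active = thallium flux slope and its plate-corrected score both differing from the plate sample mean at a set confidence after two filtering rounds, in either direction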;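 also: slope of fluorescence scaled to starting intensity during 10 to 20 s after thallium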
m-calpain inh – calpain II (pig) inhibition; inhibition, % at 16 µM; purified calpain II, fluorogenic peptide substrate, 30 min; 220,000 compounds, 0.37% hits; AID 1236;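 active = inhibition above about 50%, limit read from the data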
PPC-1+TRAIL kill – kills PPC-1 cancer cells in the presence of TRAIL. 220,000 compounds, 0.41% hits. PPC-1 cells + TRAIL, ATPLite viability luminescence. cell killing (% activity), % at 4 µM;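 active = cell killing above 50% in the first pass at 4 µM, then a duplicate retest at 5 µM averaging 50% or more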;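 also: plate controls were cells with TRAIL plus DMSO for no effect and medium-only wells lacking cells for full effect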
An asterisk follows results filed as active; i = inactive; . = not tested or not shown; [ ] = another dose, or the depositor's remark.

SMILES	Furin inh	TRPML3 agonist	thrombin 1536	zfTRPN1 agonist	Tb hexokinase	EBV gp42 inh	KCC2 mod	m-calpain inh	PPC-1+TRAIL kill
COc1ccc(N=C2NC(=O)C(CC(=O)NCCc3ccc(OC)c(OC)c3)S2)cc1 (stereo not drawn)	-23	-0.2	-19	-0.4	-6	-21	0.75	-11	13
NC(=O)COc1ccccc1C(=O)O	-27	0.6	-3	1.6	-2	-20	0.038	1	14
Cc1cc(N2CCCCCC2)nc2ccccc12	-7[20 µM]	-0.8	-9	-1.2	-20	-13	0.0015	-32	32
Nn1c(SC/C=C/c2ccccc2)nnc1-c1ccncc1	-35[20 µM]	0.1	1	-0.1	2	-6	-0.29	-11	11
CC(=O)NS(=O)(=O)c1ccc(NC(=O)/C=C/c2ccccc2)cc1	-11	0.5	-9	-0.3	-12	-3	-0.00069	12	17
COC(=O)c1cc(OC)c(OC)cc1NC(=O)c1ccc(C)cc1	-12[20 µM]	0.2	1	-1.7	-30	-5	.	-114	-3
COc1ccc(NC(=O)C23CCC(C2)C(C)(C)C3=O)cc1 (stereo not drawn)	-17[20 µM]	0.9	-6	0.3	-4	7	2.1	7	-20
CC(C)(C)n1nnnc1C(c1cccs1)N(Cc1ccc(Cl)cc1)CC1CCCO1 (stereo not drawn)	-11[20 µM]	0.6	36	-0.2	4	-5	-3.1	23	14
O=C(O)CCn1ncc2ccccc2c1=O	-29	0.9	-10	1.3	-2	-8	-0.0024	-4	12
Cn1c(SCC(=O)Nc2nc(C(C)(C)C)cs2)nnc1C1CC1	1	2.5	.	3.8	7	4	0.093	22	33
COc1ccc(S(=O)(=O)Nc2c(C(=O)O)[nH]c3ccccc23)cc1OC	-17	0.6	4	0.9	3	-14	0.76	-15	18
Cn1c(OCc2ccc3c(c2)OCO3)nc2c1c(=O)n(Cc1ccc(Cl)c(Cl)c1)c(=O)n2C	-4[20 µM]	0.8	4	2.6	1	-21	0.61	18	-11
O=C(CSc1nc2ccccc2n1S(=O)(=O)c1ccccc1)N1CCCCC1	-22[20 µM]	-0.3	3	0.8	0	-1	-0.47	28	15
O=C(Nc1cccc(Cl)c1)Nc1ccnc(-c2cccnc2)n1	-14	3.6	-3	7.8	1	-10	-0.76	-17	12
O=S(=O)(NCC(c1cccnc1)N1CCOCC1)c1ccc(Cl)cc1 (stereo not drawn)	-14	0.7	5	0.5	-1	-1	0.31	-5	4
Cn1cccc1Cc1nnc(SCC(=O)NCc2ccccc2)n1-c1ccc(F)cc1	-32	-0.3	1	0.1	-14	-20	.	18	-5

Ordered by SMILES length (low to high): three of the compounds above.
SMILES	Furin inh	TRPML3 agonist	thrombin 1536	zfTRPN1 agonist	Tb hexokinase	EBV gp42 inh	KCC2 mod	m-calpain inh	PPC-1+TRAIL kill
COc1ccc(NC(=O)C23CCC(C2)C(C)(C)C3=O)cc1 (stereo not drawn)	-17[20 µM]	0.9	-6	0.3	-4	7	2.1	7	-20
Cn1c(SCC(=O)Nc2nc(C(C)(C)C)cs2)nnc1C1CC1	1	2.5	.	3.8	7	4	0.093	22	33
CC(=O)NS(=O)(=O)c1ccc(NC(=O)/C=C/c2ccccc2)cc1	-11	0.5	-9	-0.3	-12	-3	-0.00069	12	17

Following part.
SMILES	Furin inh	TRPML3 agonist	thrombin 1536	zfTRPN1 agonist	Tb hexokinase	EBV gp42 inh	KCC2 mod	m-calpain inh	PPC-1+TRAIL kill
C=CCn1c(COc2cccc3cccnc23)nnc1SCC(=O)OC	-24[20 µM]	-0.9	-2	0.0	12	-7	-1.2	-48	12
Cc1cc(=O)[nH]c(-c2cccs2)n1	-7	1.0	-4	-0.8	-16	3	2	-3	11
C=CCN1C(=O)CS/C1=N/c1nccs1	-15[20 µM]	0.4	-4	-0.8	-13	-10	.	11	15
CCCCC(=O)NC(=S)NNC(=O)c1ccc(Cl)cc1Cl	-26	0.7	-1	3.0	-1	-3	33*	17	-7
c1ccc(CSc2nnc3ccc(-c4ccncc4)nn23)nc1	3	-1.7	-1	0.6	-4	-6	-0.084	-18	5
CCCOC(=O)c1ccc(Nc2cc(C)nc3ncnn23)cc1	-1	0.5	-9	0.5	-20	-11	-0.95	15	-12
Cc1cc(Cl)ccc1Oc1nc(-c2ccc(F)cc2)ccc1C#N	-24[20 µM]	-0.5	-5	-0.4	1	-21	.	-38	26
O=C(Nc1cccc2c1CCCC2)c1ccc(Cl)c([N+](=O)[O-])c1	-27	0.2	0	0.2	26	2	-1	1	32
CCOC(=O)CSc1nnc(Cc2ccc(OC)cc2)n1-c1ccccc1	-22[20 µM]	0.4	-8	2.0	-5	-10	-0.3	-18	7
C[n+]1cccc(C(=O)NCC2CCCO2)c1 (stereo not drawn)	-10	0.1	-1	1.8	1	-34	0.23	22	1
Cc1nc(NC(=O)/C=C/c2ccc(F)cc2)sc1C(=O)N(C)C	0	1.5	-4	-0.5	-47	-7	0.0085	1	25
COC(=O)CC1COc2ccccc2N1C(=O)c1cccc(Cl)c1 (stereo not drawn)	-9[20 µM]	-0.5	-8	-1.4	-1	4	0.3	20	3
Cc1[nH]nc2c1C1(CCOCC1)C(C#N)=C(N)O2	-31	1.3	6	0.6	-1	-13	.	-10	12
CCCn1nnc2ccccc2c1=O	-21[20 µM]	-0.3	-3	-0.1	-2	-20	-0.046	-9	10
CCCCOc1ccccc1NC(=O)Cn1c(-c2nonc2N)nc2ccccc21	-16	-0.7	-7	-1.6	-1	-5	-1	-22	9
CO[C@H]1C[C@@H]2CC[C@@H](C)[C@@](O)(O2)C(=O)C(=O)N2CCCC[C@H]2C(=O)O[C@H]([C@H](C)C[C@@H]2CC[C@@H](O)[C@H](OC)C2)CC(=O)[C@H](C)C=C(C)[C@@H](O)[C@@H](OC)C(=O)[C@H](C)C[C@H](C)C=CC=CC=C1C	-1	.	1	.	-22	-10	-0.83	-48	4
COC(=O)[C@@]1(Cc2ccc(F)cc2)[C@H]2c3cc(C(=O)N(C)C)n(C[C@H](O)CO)c3C[C@H]2CN1C(=O)c1ccccc1	-11	0.5	-2	0.7	-3	-5	0.52	-19	8
O=C(c1cccs1)N1N=C(c2ccccc2)CC1c1ccccc1 (stereo not drawn)	-13[20 µM]	-1.1	-3	-0.8	-9	0	.	6	-1
O=P(OCC1CC1)(c1ccccc1)c1ccccc1	-18	0.5	-6	-0.5	9	6	-0.4	3	14
COc1ccccc1N1CCN(C(=O)c2ccncc2)CC1	-8	-0.9	-7	0.1	4	1	0.23	21	-5
Cc1ccc2nsnc2c1NC(=O)COc1ccccc1	-25	0.8	1	-0.1	-6	13	1.5	-22	-3
Cc1cc(C)cc(C(=O)Oc2coc(CSc3nnc(NC(=O)C4CC4)s3)cc2=O)c1	-7	1.5	-5	0.6	0	-8	2.6	-2	23
CCOc1ccccc1Nc1ccc(C(=O)O)cc1NC(C)=O	7	0.7	-5	1.1	-6	-5	0.053	-32	54*
CC1(C)Oc2ccc(C(=O)NC3CCCC3)cc2N(CC(=O)N2CCOCC2)C1=O	-21	0.2	-4	-0.4	4	-4	0.86	7	5
COc1ccc(N=Cc2c[nH][nH]c2=O)cc1	-6	0.5	6	0.5	-24	-14	-0.031	4	16
COCCNC(=S)N1C2CCC1CC(NC(=O)NC13CC4CC(CC(C4)C1)C3)C2 (stereo not drawn)	-14[20 µM]	4.2	-1	0.5	-4	-15	0.063	25	15
CN1CCN(c2nc(-c3ccccn3)nc3ccccc23)CC1	15[20 µM]	1.0	1	0.6	-21	-8	0.38	18	26
COc1ccc(N2CCN(C(=O)c3ccc(N(C)S(=O)(=O)c4ccc(C)cc4)cc3)CC2)cc1	-22	0.9	-4	2.3	-4	-7	-1.5	40	16
COc1ccccc1OCCCCN1CCN(c2ccccc2OC)CC1	-16[20 µM]	-0.5	-3	-0.8	4	-20	-0.19	-1	22
Brc1ccc(-c2cn3cccnc3n2)cc1	-13[20 µM]	-0.4	0	0.2	-15	-11	1.2	i	27
Nc1nc2nonc2nc1N	-15	1.3	-2	1.2	-24	2	-0.13	-10	3
COc1cccc(NC(=O)c2ccccc2-c2nc(-c3ccc(Cl)cc3)no2)c1	-10	0.3	-7	0.9	-7	1	.	17	15
COc1ccc(C(=O)NC(=S)N2CC(C)OC(C)C2)cc1 (stereo not drawn)	-22	0.2	-1	0.8	10	2	3.3	-7	20
Cc1cc[n+](CC(=O)c2ccc3c(c2)OCCO3)cc1	-19	0.8	-9	1.1	-10	-12	0.61	-9	14
CSCC[C@H](NC(=O)c1cc([N+](=O)[O-])ccc1Cl)c1nc2ccccc2[nH]1	-27	-0.2	-3	1.5	1	-5	0.26	-9	4
CCCSc1cc(=O)n(-c2ccccc2)nc1C(=O)O	-19	0.3	-4	0.6	-10	-3	0.87	-2	10
COC(C(=O)NC1CCCCCCC1)c1ccccc1 (stereo not drawn)	-4	-0.3	-3	-0.9	1	0	1.4	1	22
CCOC(=O)c1oc2cccc(O)c2c1CN(Cc1ccccc1)C(C)=O	-11	-0.8	-7	-2.0	-8	-9	-1.3	3	6
CCN(CCNS(=O)(=O)c1ccc2c(c1)oc(=O)n2C)c1ccccc1	-35	0.1	-5	-0.4	1	6	.	17	5
Cc1c(NC(=O)CN2C(=O)NC(C)(c3ccccc3Cl)C2=O)c(=O)n(-c2ccccc2)n1C (stereo not drawn)	-16	0.4	-5	0.6	-2	-12	0.26	-6	9
CCN(CC)C(=O)COc1ccc(/C=C(\C#N)S(=O)(=O)c2ccccc2)cc1OC	-23	1.0	4	1.2	-7	-10	-2.1	2	3
Cc1cccc(-n2ncc3c(NCCCN4CCCC4=O)ncnc32)c1	-7[20 µM]	0.6	6	1.8	4	-25	0.5	-10	21
NC(=O)CN1CCN(S(=O)(=O)c2ccc(Br)cc2)CC1	-24	0.6	-1	1.0	-3	-2	-0.19	-19	1
O=[N+]([O-])c1cc(Cl)c2cccnc2c1O	-21	2.4	3	0.7	2	-6	1	-11	16
Cc1ccc(S(=O)(=O)N2CCC(C(=O)NCCc3ccccc3)CC2)cc1	-12[20 µM]	0.8	-3	-1.0	-4	-18	.	-23	-5
CN1C(=O)Cn2c1nc1ccccc12	-2	-0.1	0	-0.9	10	3	1.2	-21	6
Cn1c(O)c(C(C#N)=C2N=c3ccccc3=N2)c2ccccc21	-6[20 µM]	-0.3	0	-0.2	-9	-9	-0.41	15	21
CNS(=O)(=O)c1cccc(C(=O)OCC(=O)Nc2ccc(OC)cc2[N+](=O)[O-])c1	-9	0.4	-13	0.1	-1	-6	-0.4	-10	14
Cc1ncc(CSc2nnnn2-c2ccccc2)c(N)n1	-9[20 µM]	1.4	2	-0.5	2	-6	-2.5	-10	19
O=C1C(c2ccncc2)=C(O)c2ccccc21	-11[20 µM]	1.2	2	-1.5	-21	-9	.	-7	25
O=C(CN1CCOCC1)NCCC12CC3CC(CC(C3)C1)C2	-15[20 µM]	2.4	0	1.8	-3	1	-0.14	-13	2
C=CCn1c(N)c(C(=O)Nc2ccccc2OC)sc1=S	-4	-1.5	-2	-1.2	-28	11	.	1	1
